Screening results (PubChem BioAssay)
POLB inh = blocks human DNA polymerase beta activity; hit rate 1.3% among 340,000; Potency, µM (titrated, usually from 114 µM), inactives show top-dose activity change, negative = inhibition, hits mostly inhibitors; P06746; Pol beta primer extension/strand displacement, fluorescence kinetic; note: % is set by controls: 0 for no effect and ±100 for the full control effect
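Reaction started by 50 nM substrate onto compound-treated Pol beta (10 nM, 15 min preincubation, room temperature); plates read at 0 min and 10 min. Normalized concentration-effect data fitted by four-parameter Hill equation.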
Pol kappa inh = blocks human DNA polymerase kappa activity | hit rate 0.53% among 400,000 | AID 588579 | Potency, µM (highest dose often 107 µM), for the others: at the top dose activity, negative = inhibition, usual class: inhibitors | Q9UBT6 | purified Pol kappa, fluorescent DNA synthesis assay, 10 min; note: % is set by controls: 0 for no effect and ±100 for the full control effect
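Kinetic fluorescence readout at 0 and 10 min followed reaction start with substrate at 50 nM final. Beforehand, enzyme (10 nM Pol kappa) stood 15 min with compound at room temperature; buffer-only wells were negative controls.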
JMJD2A Tudor = inhibitors of human JMJD2A Tudor domain; Potency, µM (series often up to 114 µM), for the others: at the top dose activity change, negative = inhibition, usual class: inhibitors; hit rate 4.4% among 390,000; AlphaScreen JMJD2A-Tudor / H3K4me3 peptide binding; note: % is set by controls: 0 for no effect and ±100 for the full control effect; nearly all actives have a fitted effect of over 50% in size
BLM helicase inh = Bloom syndrome helicase (human) inhibition | recombinant BLM DNA unwinding, fluorescence dequenching | P54132 | Potency, µM (titrated, usually from 56.1 µM), without a hit: top-dose activity change, negative = inhibition, most hits filed as inhibitors | hit rate 0.2% among 350,000;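 note: plate controls were vehicle for no effect and no enzyme for full effect; nearly all actives have a fitted effect of over 35% in size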
APE1 inh = APE1 (human) endonuclease inhibition; hit rate 0.35% among 350,000; Potency, µM (highest dose often 65.8 µM), for the others: at the highest dose activity change, negative = inhibition, most hits filed as inhibitors; recombinant APE1, TAMRA/BHQ-2 abasic DNA cleavage fluorescence;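 note: plate controls were vehicle for no effect and reference inhibitor for full effect; nearly all actives have a fitted effect of over 55% in size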
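Quantitative HTS: incision of a TAMRA/BHQ-2 double-stranded substrate bearing a tetrahydrofuran abasic site by 0.75 nM APE1 raises fluorescence. Substrate 50 nM final, added after 15 min compound preincubation at room temperature; progress as third-minus-first kinetic read difference.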
BAZ2B inh = blocks human BAZ2B | hit rate 4.4% among 360,000 | Potency, µM (series often up to 114 µM), inactives show at the highest dose activity change, negative = inhibition, hits mostly inhibitors | AlphaScreen BAZ2B-H3K14Ac peptide displacement | AID 504333; note: % is set by controls: 0 for no effect and ±100 for the full control effect; nearly all actives have a fitted effect of over 60% in size
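Complex of BAZ2B and biotin-H3K14Ac (50 nM apiece) forms over 30 min at RT, then faces library compounds up to 110 uM for another 30 min; AlphaScreen beads added, 20 min dark incubation, luminescence read.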
G9a block = G9a (human) methyltransferase inhibition. G9a H3K9 monomethylation, AlphaScreen, 2 h. Potency, µM (highest dose often 102 µM), for the others: at the highest dose activity, negative = inhibition, hits mostly inhibitors. hit rate 8.8% among 350,000; note: % is set by controls: 0 for no effect and ±100 for the full control effect; nearly all actives have a fitted effect of over 75% in size
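Enzyme 20 nM + cpd, 15 min RT; add b-H3K9 pep 500 nM / SAM 20 uM; 2 h RT; anti-H3K9me1 Ab 0.5 ug/mL + SA donor / anti-rabbit acceptor beads 20 ug/mL each, 10 min; AlphaScreen read.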
POLH inh = inhibitors of human DNA polymerase eta | hit rate 1.2% among 390,000 | recombinant Pol eta, fluorescent DNA replication assay | AID 588591 | Potency, µM (doses to about 114 µM), for the others: top-dose activity change, negative = inhibition, usual class: inhibitors; note: % is set by controls: 0 for no effect and ±100 for the full control effect
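Pol eta at 10 nM preincubated with compounds 15 min at room temperature; reaction started with fluorescent substrate (50 nM final) and read kinetically at 0 and 10 min.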
Pol iota inh = inhibitors of human DNA polymerase iota; Potency, µM (highest dose often 115 µM), inactives show top-dose activity, negative = inhibition, hits mostly inhibitors; Pol iota fluorescent replication assay, 10 min; hit rate 1% among 390,000
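Fluorescent replication assay read twice, at 0 min and 10 min after adding 50 nM (final) substrate. Enzyme (10 nM) and compounds were first incubated 15 min at room temperature; enzyme-free buffer wells were negative controls.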
Numbers without * were called inactive; ? = inconclusive; nt = not tested or not shown; [ ] = dose if it differs, or a comment. Calls come from the whole dose curve; as a rule, active = well fitted curve in the direction sought with a large enough effect; inconclusive = small, poorly fitted or top-dose-only effect, or another doubt; inactive = no such curve, though single readings can be large; an effect the other way counts as inactive or inconclusive. Potency is the fitted concentration of half-maximal effect. These rows are one share of the data, so the mix of outcomes need not match the whole.

| nr | compound | APE1 inh | Pol iota inh | Pol kappa inh | POLH inh | BAZ2B inh | JMJD2A Tudor | POLB inh | BLM helicase inh | G9a block |
| --- | --- | --- | --- | --- | --- | --- | --- | --- | --- | --- |
| 1 | O=C(ONC1=NCCCCC1)c1c(F)cccc1F | -4% | -1% | 1% | -9% | 9% | -4% | -13% | 4% | -11%[12.7 µM] |
| 2 | Cc1ccc(C)c(C(=O)COC(=O)c2ccc(Br)o2)c1 | -7% | -7% | -1% | -16% | 8% | 84%[activator] | 2% | -10% | 46%[59 µM] |
| 3 | Cc1ccc(NC(=O)c2cccs2)cc1NC(=O)c1ccc(F)cc1 | 2% | -15% | -17% | -11% | -3% | -18% | 89% | -2% | -1%[0.501 µM] |
| 4 | CC1CCC(C(C)C)C(OC(=O)COC(=O)c2ccc(N)cc2)C1 (stereo not given) | -5% | ? | -10%[60.1 µM] | ? | 9% | -18% | 0% | -15% | ? |
| 5 | CCOC(=O)Cn1c(=O)c2c(nc(N3CCOCC3)n2Cc2ccccc2)n(C)c1=O | nt | 7% | -5% | 5% | -13% | -17% | 18% | -1% | 2%[59 µM] |
| 6 | CCN(CC)S(=O)(=O)c1cccc(C(=O)N/N=C/c2ccc(OC)c(O)c2)c1 | 7% | 11% | -19% | -9% | -6% | -16% | 22% | 3% | -1%[59 µM] |
| 7 | Cc1noc(C)c1COC(=O)CCN1c2ccccc2Sc2ccccc21 | 0% | 6% | -17% | -3% | 2% | ? | -14% | -13% | 4%[59 µM] |
| 8 | O=C(Nc1ccccc1)C1CCN(S(=O)(=O)c2ccc3[nH]c4c(c3c2)CCCCC4)CC1 | nt | 8% | 14% | -16% | ? | ? | 8% | -9% | ? |
| 9 | NC1=NC[C@@H](Cc2ccc(O)cc2)N1CCc1cccc(F)c1 | -8% | 31%[activator] | 4% | -3% | 0% | -4% | -3% | -1% | 6%[12.7 µM] |
| 10 | CC(C)C(=O)N1CCN(c2ccccc2NC(=O)COc2ccccc2)CC1 | -1% | 152%[activator] | -7% | -1% | -3% | 0% | 45% | -1% | nt |
| 11 | O=C(Nc1ccc(F)cc1)Nc1cc(OCC(F)(F)F)cc(OCC(F)(F)F)c1 | 0% | -9% | -14% | -12% | -14% | 3% | 1% | -5% | 4% |
| 12 | CC1CCc2nn(CC(=O)Nc3c(F)cc(F)cc3Br)cc2C1 (stereo not given) | -3% | 24% | -3% | -11% | 12% | -20% | 25% | -3% | 11% |
| 13 | COC(=O)Cc1cn(-c2ncc(C(F)(F)F)cc2Cl)c2ccccc12 | 0% | 3% | -16% | -5% | 56%[activator] | 37%[activator] | -8% | -12% | 45%[59 µM] |
| 14 | COc1ccc(CCNC(=O)CSc2nnnn2C)cc1OC | 1% | ? | -3% | -3% | 1% | -4% | ? | -1% | 13% |
| 15 | COc1ccc(C(=O)Nc2ccccc2N2CCCC2)cc1S(=O)(=O)N1CCOCC1 | 6% | 34%[activator] | -19% | -2% | 2% | -29% | nt | nt | 10µM* |
| 16 | Clc1cccc(N2CCN(c3nc4ccccc4c4nc(-c5ccccc5)nn34)CC2)c1 | nt | 8% | 2% | -16% | 2% | -5% | 6% | -2% | 9%[59 µM] |
| 17 | Cc1[nH]c2ccccc2c1/C=N/NC(=O)CCC(=O)NCc1ccccc1 | 5% | -8% | -3% | -18% | -21% | 11µM* | -6% | -7% | -6% |
| 18 | CCOc1ccc(CCNC(=O)CCn2cccc2)cc1OCC | 1% | 12% | -18% | -11% | ? | -26% | -10% | -2% | -5%[59 µM] |
| 19 | C=CCN1C(=O)C(CC(=O)Nc2ccc(OCCC)cc2)N(CCCN2CCN(Cc3ccccc3)CC2)C1=S (stereo not given) | 6% | 44%[activator] | -28% | -15% | 10µM* | ? | 3% | -14% | ? |
| 20 | Cc1cc(C(=O)N/N=C/c2cc(Br)cc(Br)c2OC(=O)c2ccccc2)n[nH]1 | 3% | nt | nt | nt | -31% | nt | -22% | -19% | -3%[59 µM] |
| 21 | Cc1ccc(NC2CCCN(C(=O)CN3C(=O)CSC3=O)C2)cc1C (stereo not given) | 26% | 3% | -7% | -15% | -35% | -18% | 18% | 0% | ? |
| 22 | O=C(Nn1cnc2ccccc2c1=O)C1CCCCC1 | 4% | 30% | -14% | 3% | -3% | 0% | 15% | -1% | -21% |
| 23 | CC(C)N(C(=O)[C@H]1C[C@H](CC(=O)NCCCn2ccnc2)C(=O)N2CCc3c([nH]c4ccc(Cl)cc34)[C@]12C)C(C)C | -2% | -1% | -1% | -12% | nt | -29% | nt | nt | nt |
| 24 | CC(C)[C@@H](C(=O)N1CCN(Cc2ccc3c(c2)OCO3)CC1)n1nnc2ccccc2c1=O | 16% | 55%[activator] | 4% | -17% | -19% | -10% | 20% | 0% | 16% |
| 25 | CNC(=O)C1CN(C(=O)c2cccc(S(=O)(=O)N3c4ccccc4CC3C)c2)c2ccccc2O1 (stereo not given) | 21% | 10% | 4% | -11% | 5% | -20% | nt | nt | 15%[12.7 µM] |
| 26 | Cc1ccc(C)c(S(=O)(=O)N2CCN(C(=O)c3cc(-c4cccs4)nn3-c3ccccc3)CC2)c1 | -2% | 16% | -6% | -5% | -1% | -18% | nt | nt | 22%[0.501 µM] |
| 27 | COC(=O)c1ccc(N/C=C/C(=O)c2ccc(OC)c(OC)c2)cc1 | -6% | 3% | -4% | -5% | 3% | -8% | 10% | -3% | ? |

Part of the list above, with two lines to a compound:
The line under a structure holds: APE1 inh	Pol iota inh	Pol kappa inh	POLH inh	BAZ2B inh	JMJD2A Tudor	POLB inh	BLM helicase inh	G9a block
9	NC1=NC[C@@H](Cc2ccc(O)cc2)N1CCc1cccc(F)c1
  -8%	31%[activator]	4%	-3%	0%	-4%	-3%	-1%	6%[12.7 µM]
2	Cc1ccc(C)c(C(=O)COC(=O)c2ccc(Br)o2)c1
  -7%	-7%	-1%	-16%	8%	84%[activator]	2%	-10%	46%[59 µM]
4	CC1CCC(C(C)C)C(OC(=O)COC(=O)c2ccc(N)cc2)C1 (stereo not given)
  -5%	?	-10%[60.1 µM]	?	9%	-18%	0%	-15%	?
26	Cc1ccc(C)c(S(=O)(=O)N2CCN(C(=O)c3cc(-c4cccs4)nn3-c3ccccc3)CC2)c1
  -2%	16%	-6%	-5%	-1%	-18%	nt	nt	22%[0.501 µM]
24	CC(C)[C@@H](C(=O)N1CCN(Cc2ccc3c(c2)OCO3)CC1)n1nnc2ccccc2c1=O
  16%	55%[activator]	4%	-17%	-19%	-10%	20%	0%	16%

Two entries from above, with two lines to a compound.
Screens in order: APE1 inh, Pol iota inh, Pol kappa inh, POLH inh, BAZ2B inh, JMJD2A Tudor, POLB inh, BLM helicase inh, G9a block
(17) Cc1[nH]c2ccccc2c1/C=N/NC(=O)CCC(=O)NCc1ccccc1
 : 5%, -8%, -3%, -18%, -21%, 11µM*, -6%, -7%, -6%
(18) CCOc1ccc(CCNC(=O)CCn2cccc2)cc1OCC
 : 1%, 12%, -18%, -11%, ?, -26%, -10%, -2%, -5%[59 µM]
